# Screening data from PubChem.
# GPR151 activ = activators of human GPR151. activation, % at 11.2 µM. actives 1% (n = 650,000). Q8TDV0. PathHunter beta-arrestin GPR151 cells, luminescence; in the data active = activation above about 4.9%;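 also: 0% = median of compound wells and 100% = cells with positive control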
# FBW7 activator = human FBW7 E3 ligase activation, primary screen | AlphaScreen FBW7–phospho-cyclin E peptide binding, activator screen | actives 0.13% (n = 650,000) | normalized activity (activation), % at 26.1 µM; in the data active = normalized activity above about 1.9%;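 also: purified mutant Fbw7 with reduced substrate affinity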
# TEAD-YAP block = TEAD-YAP interaction inhibition. HEK-TIYL cells, TEAD-Gal4/YAP UAS-luciferase luminescence. inhibition, % at 9.12 µM. actives 1.4% (n = 640,000); in the data active = inhibition above about 32%;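 also: 0% = median of test compound wells and 100% = reference inhibitor wells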
# MITF primary = inhibitors of human MITF. O75030. AlphaScreen MITF homodimerization, bead proximity signal. inhibition, % at 2.6 µM. actives 0.91% (n = 650,000). AID 1259374; in the data active = inhibition above about 50%;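 also: 0% = vehicle wells with protein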
# Target sequence (O75030 whole entry, looked up): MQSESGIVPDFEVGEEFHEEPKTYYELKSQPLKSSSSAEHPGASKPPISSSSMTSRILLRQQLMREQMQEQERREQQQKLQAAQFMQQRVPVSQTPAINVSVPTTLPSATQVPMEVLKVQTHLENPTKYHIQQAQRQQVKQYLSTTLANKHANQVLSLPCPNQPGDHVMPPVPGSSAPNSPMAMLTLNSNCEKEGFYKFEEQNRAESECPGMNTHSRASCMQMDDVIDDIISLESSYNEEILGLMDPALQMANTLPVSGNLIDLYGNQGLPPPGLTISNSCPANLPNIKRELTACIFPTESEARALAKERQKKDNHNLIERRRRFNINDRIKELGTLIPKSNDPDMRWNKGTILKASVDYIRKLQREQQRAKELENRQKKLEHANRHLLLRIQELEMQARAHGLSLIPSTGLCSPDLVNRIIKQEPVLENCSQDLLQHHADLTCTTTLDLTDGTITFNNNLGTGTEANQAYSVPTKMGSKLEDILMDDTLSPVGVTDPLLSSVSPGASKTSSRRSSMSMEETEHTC
# Starred values were filed as active, the others as inactive; . = no result given; & = joins results of further samples.
# Codes: A = GPR151 activ; B = FBW7 activator; C = TEAD-YAP block; D = MITF primary
SMILES: CCCC(C)C1(CC)C(=O)NC(=S)NC1=O (centres undefined)
  A = -0.1 | B = 0.0 | C = -6 | D = -5

SMILES: CCOc1ccc(CN(CCc2ccc3c(c2)OCO3)Cc2ccc([N+](=O)[O-])cc2)cc1
  A = -2.9 | B = 0.1 | C = 3 | D = 54*

SMILES: O=c1c2ccccc2nc(-c2ccco2)n1-c1ccc(Cl)cc1
  A = 1.2 | B = 0.1 | C = 7 | D = 9

SMILES: CCCOc1cc(C)cc2oc(=O)c3c(c12)CCCC3
  A = -0.8 | B = -0.1 | C = 19 | D = -5

SMILES: C=CCOc1ccc(/C=C(\C)[N+](=O)[O-])cc1OC
  A = 0.1 | B = -0.1 | C = 42* | D = 3

SMILES: O=C(O)CN=Cc1c(O)[nH]c(=S)[nH]c1=O
  A = -0.5 | B = 0.0 | C = -1 | D = -6

SMILES: COc1cccc(CN2CCN(C(=O)Cc3cccs3)[C@@H](C)C2)c1
  A = -0.1 | B = 0.1 | C = 18 | D = 3

SMILES: COc1ccc2sc(N3CCN(C)CC3)nc2c1
  A = -4.6 | B = 0.0 | C = 37* | D = 7

SMILES: O=C(Nc1ccc(Cl)cc1C(=O)c1ccccc1Cl)c1ccco1
  A = 2.0 | B = -0.1 | C = 6 | D = 2

SMILES: O=c1oc2ccccc2c(O)c1[N+](=O)[O-]
  A = -7.5&-2.9 | B = -0.1&-0.1 | C = -4&1 | D = -4&-7

SMILES: OC12CC(C3COC1O3)n1nc(-c3ccncc3)nc1N2 (centres undefined)
  A = -0.1 | B = 0.1 | C = 3 | D = 4

SMILES: CN1/C(=C\P(=S)(c2ccccc2)N2CCOCC2)C(C)(C)c2ccccc21 (centres undefined)
  A = 0.4 | B = -0.1 | C = 2 | D = -11

SMILES: CC(C)N1CC(C)C(OC(=O)c2ccccc2)(c2ccccc2)CC1C (centres undefined)
  A = -0.9 | B = 0.3 | C = 7 | D = 4

SMILES: O=[N+]([O-])c1ccc(NCCCO)c2ncccc12
  A = 1.2 | B = -0.1 | C = -14 | D = 4

SMILES: CCCCc1nc2ccccc2c(=O)n1-c1cccc(C)c1
  A = -0.2 | B = 0.1 | C = 3 | D = 3

SMILES: O=C(Oc1ccc([N+](=O)[O-])cc1)N1CCC(C(O)(c2ccc3c(c2)OCO3)c2ccc3c(c2)OCO3)CC1
  A = 3.9 | B = . | C = . | D = 12

SMILES: Cc1c(Cl)cccc1NC(=O)C1C(C)(C)C1(C)C
  A = 0.1 | B = 0.0 | C = 6 | D = 5

SMILES: COc1cccc(-n2c(-c3ccoc3)nc3ccccc3c2=O)c1
  A = 0.2 | B = -0.1 | C = 10 | D = 9

SMILES: CC(=O)Nc1ccc(OC(=O)N(C)C)cc1
  A = 1.1 | B = -0.1 | C = -6 | D = -7

SMILES: COc1ccc(C2C(C#N)=C(N)Oc3c2c(=O)oc2ccccc32)c(OC)c1 (centres undefined)
  A = 1.4 | B = 0.0 | C = 7 | D = -2

SMILES: Cc1ccc(-n2c(-c3ccccc3)nc3ccccc3c2=O)cc1C
  A = 1.2 | B = 0.1 | C = -3 | D = 4

SMILES: CC(NCc1ccc(F)cc1)C(O)c1ccccc1 (centres undefined)
  A = -0.4 | B = -0.2 | C = 20 | D = 1

SMILES: Nc1ccc(Br)cc1C(=O)c1ccccc1
  A = -0.7 | B = -0.2 | C = -3 | D = -18

SMILES: CCCc1nc2ccccc2c(=O)n1-c1ccccc1
  A = 0.5 | B = 0.0 | C = 2 | D = 8

SMILES: CC1(C)CC2=[N+]([O-])CN(O)C2C(C)(C)N1O (centres undefined)
  A = 3.4 | B = -0.3 | C = 10 | D = 17

# Brought forward from above: six compounds, followed by the next part.
# Codes: A = GPR151 activ; B = FBW7 activator; C = TEAD-YAP block; D = MITF primary
SMILES: COc1ccc(C2C(C#N)=C(N)Oc3c2c(=O)oc2ccccc32)c(OC)c1 (centres undefined)
  A = 1.4 | B = 0.0 | C = 7 | D = -2

SMILES: Cc1ccc(-n2c(-c3ccccc3)nc3ccccc3c2=O)cc1C
  A = 1.2 | B = 0.1 | C = -3 | D = 4

SMILES: CC(NCc1ccc(F)cc1)C(O)c1ccccc1 (centres undefined)
  A = -0.4 | B = -0.2 | C = 20 | D = 1

SMILES: Nc1ccc(Br)cc1C(=O)c1ccccc1
  A = -0.7 | B = -0.2 | C = -3 | D = -18

SMILES: CCCc1nc2ccccc2c(=O)n1-c1ccccc1
  A = 0.5 | B = 0.0 | C = 2 | D = 8

SMILES: CC1(C)CC2=[N+]([O-])CN(O)C2C(C)(C)N1O (centres undefined)
  A = 3.4 | B = -0.3 | C = 10 | D = 17

SMILES: O=C(c1cnn(-c2ccccc2)c1-n1cccc1)N1CCC2(CC1)OCCO2
  A = -1.4 | B = 0.1 | C = 4 | D = 8

SMILES: Cn1cncc1C(O)c1ccccc1 (centres undefined)
  A = 1.1 | B = -0.1 | C = -2 | D = -8

SMILES: COc1ccc(CN2CCN(C(=O)COc3ccc(Cl)cc3)CC2)cc1OCc1ccccc1
  A = 0.5 | B = -0.2 | C = 9 | D = 59*

SMILES: CCN1CCN(Cc2cc(Br)cc(OC)c2O)CC1
  A = 6.6* | B = 0.1 | C = -2 | D = 31

SMILES: Cc1cc(Br)ccc1N1C(=O)CC(=O)NC1=S
  A = -1.0 | B = -0.3 | C = 3 | D = 6

SMILES: N#Cc1sc2nc3c(cc2c1N)CCC3
  A = 0.3 | B = 0.1 | C = -15 | D = 10

SMILES: N#CC(C#N)=Cc1ccc(N2CCCCCC2)o1
  A = -0.4 | B = -0.4 | C = -15 | D = 0

SMILES: O=[N+]([O-])c1ccc(N2CCN(Cc3ccccc3F)CC2)cc1
  A = 0.7 | B = 0.0 | C = 5 | D = 35

SMILES: C[C@]12CCC3C(CC[C@H]4C[C@H](O)CC[C@]34C)C1CC[C@@H]2C(=O)CO (some centres undefined)
  A = 1.4 | B = 0.0 | C = -4 | D = 19

SMILES: CN1C(=O)N(C)C(=O)C(CCc2ccncc2)(Cc2ccc(F)cc2)C1=O
  A = 1.6 | B = 0.0 | C = 2 | D = 4

SMILES: O=C(C[N+]12CCC(CC1)C(C(O)(c1ccccc1)c1ccccc1)C2)c1ccc(Br)cc1 (centres undefined)
  A = -0.7 | B = 0.1 | C = -3 | D = 1

SMILES: COC(=O)CCNC(C)Cc1ccccc1 (centres undefined)
  A = -0.7 | B = 0.2 | C = 3 | D = 17

SMILES: CN1C(=O)NC(=O)/C(=C/c2ccc(-c3cccc([N+](=O)[O-])c3)o2)C1=O
  A = 0.5 | B = -0.2 | C = 0 | D = 14

SMILES: CC1CCC(c2nnnn2-c2cccc(Cl)c2)(N(C)C)CC1 (centres undefined)
  A = 1.3 | B = -0.1 | C = -12 | D = -3

# Complete entries from above. Values in the order: GPR151 activ | FBW7 activator | TEAD-YAP block | MITF primary
# `O=[N+]([O-])c1ccc(N2CCN(Cc3ccccc3F)CC2)cc1` is entered as 0.7 | 0.0 | 5 | 35
# `Cn1cncc1C(O)c1ccccc1` (centres undefined) is entered as 1.1 | -0.1 | -2 | -8
# `CC1CCC(c2nnnn2-c2cccc(Cl)c2)(N(C)C)CC1` (centres undefined) is entered as 1.3 | -0.1 | -12 | -3
# `COc1ccc(CN2CCN(C(=O)COc3ccc(Cl)cc3)CC2)cc1OCc1ccccc1` is entered as 0.5 | -0.2 | 9 | 59*

# A portion of the library (hit frequency here may not be typical).
